RGS7-Gao: regulators of human RGS7-Galphao interaction; P09471; Multiplexed bead flow cytometry, RGS7-Galphao binding; actives lie on both sides; binding response (% of control), % at 10 µM; actives 0.35% (n = 220,000); in the data active means binding response below about 49% or above about 150%; inconclusive means no clear call, values can overlap the other calls; inactive means in between;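 further: fluorescent Galphao held in activated GDP-AlF4 state binding bead-coupled RGS7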
Target sequence (P09471 whole entry, looked up): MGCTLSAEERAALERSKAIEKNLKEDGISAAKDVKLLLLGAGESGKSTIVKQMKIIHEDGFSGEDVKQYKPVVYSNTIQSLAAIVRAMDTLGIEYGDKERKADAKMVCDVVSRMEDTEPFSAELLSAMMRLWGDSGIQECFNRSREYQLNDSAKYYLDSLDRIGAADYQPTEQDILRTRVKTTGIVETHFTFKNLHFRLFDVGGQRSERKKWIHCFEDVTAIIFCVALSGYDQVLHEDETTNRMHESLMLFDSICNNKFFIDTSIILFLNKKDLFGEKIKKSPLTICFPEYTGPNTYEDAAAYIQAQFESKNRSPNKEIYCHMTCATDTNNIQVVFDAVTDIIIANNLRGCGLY
Bim-Bcl-W: inhibitors of Bim-Bcl-W interaction, human; bead-based flow cytometry, Bim peptide-Bcl-W binding; actives 0.02% (n = 190,000); Q92843; inhibition, % at 10 µM;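 further: 0% = bound tracer without compound and 100% = peptide blocker; higher means less fluorescent Bim peptide bound to Bcl-W beads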
Bim-Bfl-1: disrupts Bim binding to human Bfl-1. AID 1008. inhibition, % at 10 µM. Q16548. actives 0.12% (n = 190,000). Bead-based flow cytometry, Bim-Bfl-1 binding inhibition;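 further: 0% = wells without compound plus tracer and 100% = blocker peptide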
RGS4-Gao reg: human RGS4-Galphao interaction regulation; P09471; Multiplexed bead flow cytometry, RGS4-Galphao binding; actives lie on both sides; binding response (% of control), % at 10 µM; actives 0.33% (n = 220,000); AID 1415; in the data active means binding response below about 49% or above about 150%; inactive means in between;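 further: fluorescent Galphao activated with aluminum fluoride binding bead-coupled RGS4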
Bcl-XL Bim block: disrupts Bim peptide binding to human Bcl-XL | Q07817 | bead flow cytometry, fluorescence | inhibition, % at 10 µM | actives 0.04% (n = 190,000)
Target sequence (Q07817 whole entry, looked up): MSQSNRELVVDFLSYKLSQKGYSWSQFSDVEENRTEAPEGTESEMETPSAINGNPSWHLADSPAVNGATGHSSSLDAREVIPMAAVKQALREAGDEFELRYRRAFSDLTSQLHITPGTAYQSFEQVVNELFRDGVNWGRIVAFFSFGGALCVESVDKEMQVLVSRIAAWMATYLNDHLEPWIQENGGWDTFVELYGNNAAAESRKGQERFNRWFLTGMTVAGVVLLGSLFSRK
Bcl-2 Bim block: inhibitors of Bim-Bcl-2 interaction, human | P10415 | Bead-based flow cytometry, Bim peptide-Bcl-2 binding | inhibition, % at 10 µM | actives 0.06% (n = 190,000) | AID 950; in the data active means inhibition above about 40%; inconclusive means no clear call, values can overlap the other calls;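 further: 0% = no compound wells with probe peptide and 100% = reference peptide inhibitor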
Mcl1 Bid PPI: disrupts binding of human Mcl-1 to Bid peptide | Q07820 | TR-FRET Mcl-1/Bid-Dy647 peptide binding, 1536-well | inhibition, % at 21.7 µM | actives 0.97% (n = 220,000) | AID 1021;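 active means compounds that cut the binding signal by more than half at the single screening dose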;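 further: His-tagged Mcl-1 with europium anti-His antibody binding Bid BH3 peptide; 0% = Mcl-1 plus peptide wells and 100% = peptide-only wells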
RGS8-Gao: modulates binding of RGS8 to human Galphao; response (percent of control binding), % at 10 µM; multiplexed bead flow cytometry; actives lie on both sides; AID 1423; P09471; actives 0.34% (n = 220,000); in the data active means response below about 60% or above about 140%; inactive means in between;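 further: Galphao activated as the GDP aluminium fluoride complex binding bead-coupled RGS8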
Bcl-B Bim block: disrupts Bim peptide binding to human Bcl-B | Q9HD36 | bead-based flow cytometry | inhibition, % at 10 µM | actives 0.073% (n = 190,000);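 further: 0% = tracer peptide without compound and 100% = reference inhibitor peptide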
Target sequence (Q9HD36 whole entry, looked up): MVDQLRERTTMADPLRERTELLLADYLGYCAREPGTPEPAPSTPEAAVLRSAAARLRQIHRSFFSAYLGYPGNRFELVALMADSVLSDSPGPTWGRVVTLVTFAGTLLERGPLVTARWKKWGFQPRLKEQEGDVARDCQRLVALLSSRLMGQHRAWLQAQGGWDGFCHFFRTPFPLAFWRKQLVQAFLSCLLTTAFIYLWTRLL
Bim-Mcl-1: inhibitors of Bim-Mcl-1 interaction, human; Bead-based flow cytometry, Bim peptide-Mcl-1 binding; actives 0.1% (n = 190,000); AID 1009; inhibition, % at 10 µM;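 further: 0% = no compound tracer wells and 100% = peptide blocker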
GSH bead fluor: GSH bead compound fluorescence profile; AID 1776; fluorescence (KMESF) at 10 µM; GSH beads flow cytometry, compound fluorescence 488/530 nm; hits give high values; actives 0.25% (n = 190,000); in the data active means fluorescence above about 89;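 further: glutathione beads carrying GST-tagged Bcl family fusion proteins plus one bare bead set; values are compound well signal with DMSO vehicle wells as background; inactives centre near 16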
An asterisk follows results filed as active; ? = inconclusive. Unless noted, no stated cut-off is given here; in the data, active means inhibition above about 40%. No enrichment for hits; any-hit rate near 1.8%.

Order of results: RGS7-Gao	Bim-Bcl-W	Bim-Bfl-1	RGS4-Gao reg	Bcl-XL Bim block	Bcl-2 Bim block	Mcl1 Bid PPI	RGS8-Gao	Bcl-B Bim block	Bim-Mcl-1	GSH bead fluor
(1) CC1CC(C)CN(CC(C)(C)NS(=O)(=O)c2ccc(Cl)cc2)C1 (stereo not drawn)
  101	-1	-10	97	-1	-7	-4	105	-5	1	41
(2) CCOC(=O)C1(Cc2ccccc2C)CCCN(C(=O)c2cc(C3CC3)[nH]n2)C1 (stereo not drawn)
  96	1	1	98	1	5	-14	101	10	25	10
(3) O=C(CN1C(=O)c2ccccc2C1=O)NCc1ccccn1
  100	0	-2	103	1	-2	-8	98	0	-3	21
(4) Cc1[nH]ccc(=O)c1OCc1c(Cl)cccc1Cl
  104	-1	-7	105	-15	-4	1	105	-8	0	74
(5) COc1cc(NS(=O)(=O)c2ccc(N=Cc3c(C)[nH]n(-c4ccccc4)c3=O)cc2)nc(OC)n1
  99	-1	-14	101	-6	-8	-23	101	-10	-1	34
(6) CSCc1cc(N2CCOCC2)nc(SCc2ccc(Cl)cc2Cl)n1
  102	-3	-15	105	-11	-12	49	105	-11	-3	32
(7) CCOC(=O)C1(C)C=C(Nc2ccc(O)cc2)C(=O)N1c1ccc(O)cc1 (stereo not drawn)
  93	0	0	94	-2	2	-11	98	-3	-1	6
(8) CCOC(=O)c1sc(-c2ccc(F)cc2)cc1NC(=O)Nc1ccccc1OC
  106	-7	-3	104	-9	-8	7	103	-9	-7	10
(9) Cc1c(O)nc(SCC(=O)Nc2ccc3c4c(cccc24)CC3)n(-c2ccc(F)cc2)c1=O
  101	0	0	102	-1	1	-72	102	1	0	7
(10) CNS(=O)(=O)c1cccc(C(=O)OCC(=O)/C=C2/N(C)c3ccccc3C2(C)C)c1
  99	-4	-19	97	-7	-13	-14	101	-5	-4	12
(11) CC1CCN(c2nc(-c3ccc(F)cc3)cc(C(F)(F)F)n2)CC1
  102	-2	-15	100	-8	-10	-10	99	-8	-1	26
(12) Cc1nn(-c2cccc(C(=O)O)c2)c(C)c1[N+](=O)[O-]
  106	-1	0	102	-1	-1	2	98	0	-5	55
(13) CCc1nnc(NC(=O)c2cc3ccccc3oc2=O)s1
  100	-1	-2	105	-2	-1	-11	106	-4	-1	24
(14) CC(C)(C)C1CCC(C(=O)OCC(=O)c2ccc[nH]2)CC1 (stereo not drawn)
  101	-1	1	101	-3	2	-4	105	-3	-3	5
(15) COc1ccc2ncc(OC(C)=O)cc2c1
  101	-4	2	99	-5	-1	-16	108	0	-7	14
(16) CCc1ccc(C(=O)N/N=C/c2ccc(Cl)cc2Cl)nc1
  97	-4	-8	96	-8	-2	-25	92	-5	-3	11
(17) COc1ccc(CN(C)CCc2ccccn2)c(OC)c1OC
  100	0	2	100	-1	-2	30	111	0	-1	24
(18) CCN(CC)C(=O)Cn1cnc2sc(C(=O)Nc3cc(OC)c(OC)c(OC)c3)c(C)c2c1=O
  98	0	1	104	1	0	-34	99	6	2	10
(19) COc1ccccc1-c1ccc(=O)n(CC(=O)NC(C)(C)C)n1
  103	0	-10	100	-1	-5	-27	103	-3	0	54
(20) CC(C)Cc1nc(C(N)=O)c2[nH]c(=O)n(-c3ccc(F)cc3)c2n1
  94	1	-5	94	2	-1	2	98	-3	3	16

Structures from the list above containing a Cl atom (4):
Order of results: RGS7-Gao	Bim-Bcl-W	Bim-Bfl-1	RGS4-Gao reg	Bcl-XL Bim block	Bcl-2 Bim block	Mcl1 Bid PPI	RGS8-Gao	Bcl-B Bim block	Bim-Mcl-1	GSH bead fluor
(1) CC1CC(C)CN(CC(C)(C)NS(=O)(=O)c2ccc(Cl)cc2)C1 (stereo not drawn)
  101	-1	-10	97	-1	-7	-4	105	-5	1	41
(4) Cc1[nH]ccc(=O)c1OCc1c(Cl)cccc1Cl
  104	-1	-7	105	-15	-4	1	105	-8	0	74
(6) CSCc1cc(N2CCOCC2)nc(SCc2ccc(Cl)cc2Cl)n1
  102	-3	-15	105	-11	-12	49	105	-11	-3	32
(16) CCc1ccc(C(=O)N/N=C/c2ccc(Cl)cc2Cl)nc1
  97	-4	-8	96	-8	-2	-25	92	-5	-3	11

The listing picks up, repeating the 4 entries before the break.
Order of results: RGS7-Gao	Bim-Bcl-W	Bim-Bfl-1	RGS4-Gao reg	Bcl-XL Bim block	Bcl-2 Bim block	Mcl1 Bid PPI	RGS8-Gao	Bcl-B Bim block	Bim-Mcl-1	GSH bead fluor
(17) COc1ccc(CN(C)CCc2ccccn2)c(OC)c1OC
  100	0	2	100	-1	-2	30	111	0	-1	24
(18) CCN(CC)C(=O)Cn1cnc2sc(C(=O)Nc3cc(OC)c(OC)c(OC)c3)c(C)c2c1=O
  98	0	1	104	1	0	-34	99	6	2	10
(19) COc1ccccc1-c1ccc(=O)n(CC(=O)NC(C)(C)C)n1
  103	0	-10	100	-1	-5	-27	103	-3	0	54
(20) CC(C)Cc1nc(C(N)=O)c2[nH]c(=O)n(-c3ccc(F)cc3)c2n1
  94	1	-5	94	2	-1	2	98	-3	3	16
(21) COC(=O)COc1ccc(C2NC(=O)NC(c3ccccc3)=C2C(C)=O)cc1OC (stereo not drawn)
  103	1	-2	103	2	0	-20	99	5	2	27
(22) O=C(NC(=S)Nn1cnc2c(cnn2-c2ccccc2)c1=O)c1ccc(Oc2ccccc2)cc1
  108	-5	0	104	-9	1	-16	103	-11	-7	8
(23) Cc1ccc(-c2nnn(CCC(=O)Nc3ccc4c(c3)OCO4)n2)cc1
  99	-5	-22	99	-8	-12	-32	99	-11	-6	26
(24) O=C(CNc1ccc2c(c1)OCO2)N/N=C\c1cn(Cc2ccc(F)cc2)c2ccccc12
  95	9	12	98	2	5	-129	87	0	3	9
(25) COc1cc(-c2onc3ccc(Br)cc23)cc(OC)c1OC
  103	0	-4	100	-2	-6	-48	101	-1	-1	10
(26) O=C(NCCCO)C(=O)NCCc1ccc(Cl)cc1
  104	-4	5	105	-3	-1	-16	104	-2	-6	6
(27) Cc1c(NC(=O)C2CCCCN2S(=O)(=O)c2ccc(Cl)cc2)c(=O)n(-c2ccccc2)n1C (stereo not drawn)
  97	0	-11	97	-5	-6	-18	100	-7	0	21
(28) COc1cccc(-c2cc(C(F)(F)F)n3ncc(S(=O)(=O)c4ccccc4)c3n2)c1
  98	2	-13	101	-7	-13	-37	100	-15	-1	12
(29) Cc1cccn2c(=O)c3cc(C#N)c(=N)n(CCN4CCOCC4)c3nc12
  101	0	0	104	-4	2	-10	112	4	-3	11
(30) CC(=O)Nc1ccc(NC(=O)CSc2nnc(-c3ccco3)n2Cc2ccco2)cc1
  102	1	0	101	0	3	-3	102	2	0	17
(31) Cc1cccc(NC(=O)Cn2c(=O)oc3ccccc32)c1
  101	0	1	104	0	0	-12	98	1	0	19
(32) CN1CCN(S(=O)(=O)c2ccc(Oc3ccc(F)c(Cl)c3)nc2)CC1
  112	0	-5	103	0	-2	-6	102	-2	-1	14
(33) CCC(=O)N1CCN(c2ccccc2NC(=O)COc2cccc(C)c2)CC1
  103	0	-20	100	-11	-17	-34	102	-9	-3	25
(34) Cn1c(CSc2nc3ccccc3s2)nnc1SCC(=O)NCc1cccnc1
  99	0	0	92	-2	1	94*	88	0	1	20
(35) Cc1ccc(-c2nnn(CC(=O)N3CCN(c4ccccc4)CC3)n2)o1
  92	14	1	92	1	1	-40	83	-2	-5	4
(36) Cc1ccc(NC(=S)NC2CCCCC2)cc1S(=O)(=O)N(C)C
  95	-4	3	95	-5	0	-24	95	-4	0	11
(37) O=C(CCCOc1ccccc1)NC(=S)Nc1ccccc1
  95	-1	-7	99	-3	-5	-9	99	-5	-1	17
(38) CC(C)(C)OC(=O)NCCCCCc1nnc(SCC(N)=O)o1
  105	-1	-5	102	0	-1	-4	100	-3	1	16
(39) CC(=O)Nc1nc(SCc2cccc3ccccc23)n[nH]1
  106	0	-5	102	-3	-6	-16	103	-8	0	35
(40) Cc1ccc2cc(CN(CCCO)S(=O)(=O)c3cccc4nsnc34)c(=O)[nH]c2c1
  100	4	-10	100	-5	-6	-29	100	-7	-2	39
(41) CC1=NOC2(C1)N(C)c1ccccc1C2(C)C (stereo not drawn)
  104	-2	0	103	0	-2	-61	100	-2	-1	10
(42) COc1ccc(OC)c(-n2c(-c3cnccn3)n[nH]c2=S)c1
  95	-3	-2	97	8	0	-26	82	-4	-1	47
(43) O=C(CN1C(=O)NC2(CCCCCCC2)C1=O)N1CCOCC1
  97	-4	-8	99	-7	-6	-27	100	-7	-3	33
(44) O=C(NCc1ccco1)/C(=C\c1ccco1)NC(=O)c1cccs1
  102	0	0	103	-1	-1	-77	102	0	-1	22
(45) Cc1nc(N)nc(N)c1/C=C/C(C)(C)c1ccc(Cl)cc1
  97	0	3	100	-2	-1	10	101	0	-2	7
(46) O=C(c1ccccc1)c1cncc(Br)c1
  97	-3	-2	98	-2	0	-12	100	-3	0	27
(47) CCc1c(C)nc2ccc(Br)cc2c1Cl
  100	3	-8	100	-4	-4	-6	100	-3	2	5
(48) CCN(CCNCC(O)COCc1ccc(Cl)cc1)c1cccc(C)c1 (stereo not drawn)
  ?	-2	-3	98	-6	0	29	99	-1	-1	19
(49) COc1ccc(NS(=O)(=O)c2cc(NC(=O)c3ccc(C)o3)ccc2N2CCCCC2)cc1
  96	5	18	104	7	10	-19	93	6	1	7
(50) COC(=O)c1ccc(CSc2cc(C)c3cc(C)cc(C)c3n2)o1
  ?	-3	-4	100	-5	-3	-16	101	-7	-1	12
(51) O=C(Nc1ccc(S(=O)(=O)Nc2nccs2)cc1)c1cc(-c2ccccn2)nc2ccccc12
  ?	1	-5	99	-1	-1	-42	98	-1	-2	11
(52) O=C(c1ccco1)N1CCN(S(=O)(=O)c2ccc(C3CCCCC3)cc2)CC1
  96	-2	-1	94	-2	0	-7	98	2	0	24
(53) CC(C)CCN1C(=O)c2ccc(C(=O)Nc3c[nH]c(=O)[nH]c3=O)cc2C1=O
  111	-2	-4	99	-1	-4	-28	101	-2	2	20
(54) Cc1cc(NC(=O)CSc2ccc(-c3ccc(F)cc3)nn2)no1
  98	0	-2	100	0	-3	-4	101	-3	-4	8
